# Source: PubChem BioAssay (several laboratories)
# CSN deneddyl inh = inhibitors of CSN-mediated cullin deneddylation, primary screen, biochemical, fluorescence polarization, uHTS; AID 651999, 2013; 360,000 tested, 0.38% active; inhibition, % at 12.5 µM; Purified CSN, SCF-Nedd8-OG deneddylation;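 active means pattern-corrected inhibition above about 35%, with an unprinted fluorescence ratio check between 0.5 and 1.5, limit read from the data, passing the limit was not always enough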;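 further: 0% = enzyme with substrate and 100% = substrate without enzyme; some results filed as inactive read as strong as hits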
#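 Test system: purified human Csn5 enzyme expressed in HEK293T cells. Amount: 0.24 nM enzyme. Reagent: SCFSkp2-Nedd8OG substrate at 10 nM final. Schedule: 90 min incubation of compound, enzyme and substrate at room temperature. Detection: fluorescence polarization. Read-out: % inhibition of substrate cleavage by Csn5.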
# SKN-1 block = suppressors of acrylamide-induced Pgst-4::GFP reporter in worms, primary screen, SKN-1 inhibitor project, whole organism, uHTS, GFP/RFP fluorescence ratio, strain VP596; C. elegans VP596 Pgst-4::GFP/RFP ratio, 24 h; inhibition, % at 21.8 µM; 360,000 tested, 0.49% active;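 active means interference check ratio from 0.5 to 1.5 plus GFP to RFP signal ratio inhibition reaching or exceeding a fixed threshold, cut at about 30% in these data, passing the limit was not always enough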; further: some compounds called inactive have numbers as strong as hits
# Neddylation inh = inhibitors of cullin neddylation, primary screen, biochemical, TR-FRET, uHTS, NAE and Ubc12; 360,000 tested, 0.58% active; NEDD8-conjugating enzyme Ubc12 (Homo sapiens) + NEDD8-activating enzyme E1 regulatory …; calls only at 25 µM; in the data active means inhibition above about 36%
# Rin1-Abl PPI inh = inhibitors of Rin1-Abl protein binding, primary screen, biochemical, TR-FRET; Tyrosine-protein kinase ABL1 (Homo sapiens) + Ras and Rab interactor 1 (Homo sapiens), …; inhibition, % at 7.35 µM; 360,000 tested, 0.4% active; AID 588664, 2011; in the data active means inhibition above about 5%, passing the limit was not always enough
# Target sequence (P00519 whole entry, looked up): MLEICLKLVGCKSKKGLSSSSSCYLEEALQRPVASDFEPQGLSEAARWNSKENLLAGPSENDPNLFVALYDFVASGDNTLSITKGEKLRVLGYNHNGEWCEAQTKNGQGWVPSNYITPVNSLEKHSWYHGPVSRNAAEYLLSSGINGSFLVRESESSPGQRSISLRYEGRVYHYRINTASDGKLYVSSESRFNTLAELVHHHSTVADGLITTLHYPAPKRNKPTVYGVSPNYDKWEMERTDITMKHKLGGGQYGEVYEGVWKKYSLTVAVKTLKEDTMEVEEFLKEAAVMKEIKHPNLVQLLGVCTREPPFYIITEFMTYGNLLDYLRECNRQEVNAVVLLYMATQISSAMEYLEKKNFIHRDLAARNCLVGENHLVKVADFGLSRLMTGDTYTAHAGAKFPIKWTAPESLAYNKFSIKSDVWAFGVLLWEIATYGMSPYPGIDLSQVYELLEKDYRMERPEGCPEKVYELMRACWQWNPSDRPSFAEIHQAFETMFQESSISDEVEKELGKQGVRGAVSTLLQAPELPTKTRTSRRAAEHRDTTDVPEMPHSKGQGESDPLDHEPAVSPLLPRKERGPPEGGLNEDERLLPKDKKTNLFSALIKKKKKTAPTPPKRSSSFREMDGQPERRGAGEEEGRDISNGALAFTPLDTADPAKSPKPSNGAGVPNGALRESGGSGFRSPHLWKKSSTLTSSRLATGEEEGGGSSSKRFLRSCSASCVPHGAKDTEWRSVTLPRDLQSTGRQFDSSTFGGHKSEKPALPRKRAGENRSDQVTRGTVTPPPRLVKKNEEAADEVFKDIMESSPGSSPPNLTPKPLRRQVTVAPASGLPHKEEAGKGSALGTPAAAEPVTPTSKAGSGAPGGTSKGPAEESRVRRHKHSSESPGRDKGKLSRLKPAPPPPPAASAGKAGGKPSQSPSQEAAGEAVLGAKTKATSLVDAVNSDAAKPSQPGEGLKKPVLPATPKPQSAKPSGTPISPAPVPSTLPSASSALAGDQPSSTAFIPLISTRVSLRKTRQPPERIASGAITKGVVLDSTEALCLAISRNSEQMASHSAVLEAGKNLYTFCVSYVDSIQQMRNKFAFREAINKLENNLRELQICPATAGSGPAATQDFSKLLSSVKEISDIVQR
# Target sequence (Q13671 whole entry, looked up): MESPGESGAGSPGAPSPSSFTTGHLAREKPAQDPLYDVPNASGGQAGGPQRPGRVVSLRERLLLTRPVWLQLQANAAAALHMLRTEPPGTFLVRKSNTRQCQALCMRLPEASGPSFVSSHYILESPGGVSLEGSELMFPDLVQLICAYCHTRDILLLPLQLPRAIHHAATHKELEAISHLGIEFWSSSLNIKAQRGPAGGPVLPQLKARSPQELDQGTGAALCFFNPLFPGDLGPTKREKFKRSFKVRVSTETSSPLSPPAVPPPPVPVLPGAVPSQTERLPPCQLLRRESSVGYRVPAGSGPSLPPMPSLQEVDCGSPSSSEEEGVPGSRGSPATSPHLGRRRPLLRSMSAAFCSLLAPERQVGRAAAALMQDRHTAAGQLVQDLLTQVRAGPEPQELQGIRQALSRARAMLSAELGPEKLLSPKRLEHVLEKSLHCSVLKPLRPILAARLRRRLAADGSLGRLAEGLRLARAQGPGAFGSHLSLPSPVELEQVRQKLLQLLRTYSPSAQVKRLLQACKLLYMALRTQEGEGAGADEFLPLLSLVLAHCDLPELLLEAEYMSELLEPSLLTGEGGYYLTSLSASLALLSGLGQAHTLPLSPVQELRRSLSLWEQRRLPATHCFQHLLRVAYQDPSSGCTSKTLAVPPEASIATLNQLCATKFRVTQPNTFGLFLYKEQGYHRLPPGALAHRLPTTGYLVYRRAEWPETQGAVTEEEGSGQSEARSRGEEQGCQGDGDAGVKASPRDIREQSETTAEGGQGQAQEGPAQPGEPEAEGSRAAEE
# FAS-TE inh = FAS thioesterase domain inhibitors, primary screen, biochemical, fluorescence intensity, uHTS; Fatty acid synthase (Homo sapiens), P49327; recombinant FAS-TE, OMFH fluorogenic substrate, fluorescence endpoint; inhibition, % at 15 µM; 360,000 tested, 0.67% active; AID 602261, 2012;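 active means compounds whose normalised, plate-corrected inhibition of enzyme fluorescence in the single-dose primary screen is 50% or more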;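 further: 0% = DMSO with enzyme and 100% = substrate without enzyme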
# MT1-MMP act inh = blockers of MT1-MMP proenzyme processing, primary screen, HT1080 RFP-PRO-GFP cells, GFP/RFP fluorescence; GFP/RFP ratio fluorescence, overnight; percent of plate control window, DMSO zero; 360,000 tested, 0.061% active; GFP/RFP ratio change, % at 20 µM;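 active means GFP/RFP ratio change of at least 30% with cell ATP level not reduced by more than half and red fluorescence within 50% of control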; further: strong numbers were not always called active
#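 Assay system: RFP-PRO-GFP reporter HT1080 cells; read-out basis: GFP/RFP fluorescence ratio; benchmarks: DMSO wells and RFP-L50D-GFP cells; doses: 20 µM single dose, 1% DMSO; schedule: overnight cell settling, then overnight compound exposure, 37 °C, 5% CO2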
# PABP1 MLLE inh = inhibitors of PABP1 MLLE–PAM2 peptide binding, primary screen, biochemical, fluorescence polarization, FITC-PAM2, GST-MLLE; Polyadenylate-binding protein 1 (Homo sapiens), P11940; 360,000 tested, 0.36% active; AID 588489, 2011; inhibition, % at 20 µM; in the data active means inhibition above about 35%, passing the limit was not always enough;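 further: plate controls were DMSO wells with GST-MLLE for no effect and wells lacking GST-MLLE protein for full effect; some results filed as inactive read as strong as hits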
# Rpn11 block = Rpn11 (PSMD14) deubiquitinase inhibitors, primary screen, biochemical, fluorescence polarization, uHTS; 26S proteasome non-ATPase regulatory subunit 14 (Homo sapiens), O00487; human 26S proteasome, Ub4-pepOG fluorescence polarization; 20S core pre-blocked with epoxomicin; calls only at 20 µM; 360,000 tested, 0.59% active; AID 588493, 2011;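 active means inhibition at 20 µM, scaled to each plate's controls, above about 33%, limit read from the data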
# NadD inh = inhibitors of S. aureus NadD, primary screen, biochemical, colorimetric, uHTS; AID 602399, 2012; 360,000 tested, 0.78% active; Nicotinate-nucleotide adenylyltransferase NadD (Staphylococcus aureus N315); purified NadD enzyme, colorimetric absorbance read-out; inhibition, % at 20 µM; in the data active means inhibition above about 26%; further: some compounds past the cut are filed as inactive
# * = called active by the depositor; i = inactive; nt = not tested or not shown; + = active, no number. Random draw from the library; any-hit rate near 3.9%.
SMILES,CSN deneddyl inh,SKN-1 block,Neddylation inh,Rin1-Abl PPI inh,FAS-TE inh,MT1-MMP act inh,PABP1 MLLE inh,Rpn11 block,NadD inh
CC1(C)NC(=O)N(CC(=O)Nc2cc(C(F)(F)F)cc(C(F)(F)F)c2)C1=O,1,15,i,7,4,-3,-12,i,-3
CCC1=[N+](CC(=O)c2ccc(C)cc2)CCn2cccc21,6,-2,i,-5,-6,-14,-51,+,-1
O=C(NC(=S)Nc1cccc2cccnc12)c1ccccc1,-5,1,i,2,7,-2,39*,i,7
COc1ccc(CNC(=O)CCS(=O)(=O)c2ccc3c(c2)NC(=O)C(C)S3)cc1 (centres undefined),4,-9,i,8,-1,-2,-18,i,1
CNC(=O)NC(=O)C(C)Oc1ccccc1F (centres undefined),2,9,i,-1,-4,0,-19,i,-2
Cn1c(=O)c2cc3ccccc3nc2n(C)c1=O,1,-8,+,-1,-4,-2,-2,i,-2
CCOc1ccc(C(C)NC(=S)NC2CCCCC2)cc1OCC (centres undefined),-1,1,i,2,2,7,-22,i,-2
Cc1[nH]n(-c2ccccc2)c(=O)c1N=Nc1ccccc1C(=O)O,3,-20,i,0,-2,0,7,i,-5
CN1CCN(CCCCOc2cccc3ccccc23)CC1,-2,5,i,6,-2,3,-5,i,-5
O=C1C2CC=CCC2C(=O)N1c1ccc(N2CCN(c3ccccn3)CC2)c([N+](=O)[O-])c1 (centres undefined),3,5,i,-2,-14,7,10,i,0
O=C(CN(Cc1ccco1)C(=O)CNS(=O)(=O)c1ccc(Cl)cc1)NCc1ccc(F)cc1,-2,13,i,-1,3,-1,-1,i,-1
O=C(NC1CCCC1)C1c2ccccc2OCC(=O)N1Cc1ccc2c(c1)OCO2 (centres undefined),2,8,i,nt,-6,1,nt,nt,-3
COc1cccc(OC)c1OCCCN1CCC(Cc2ccccc2)CC1,1,-10,i,3,-3,2,-7,i,-7
O=C(NC(=S)N1CCN(c2ccc(F)cc2)CC1)C12CC3CC(CC(C3)C1)C2,-12,-3,i,2,7,4,-47,i,5
CCOC(=O)N1CCN(C(=O)CSc2nc3c([nH]c4ccccc43)c(=O)n2C)CC1,4,3,i,-1,0,1,13,i,3
O=S(=O)(NN1CCOCC1)c1cc(Cl)cc(Cl)c1O,-1,5,i,1,0,4,17,i,-4
Cc1nn2c3ccccc3n(Cc3ccccc3)c2nc1=O,3,-11,nt,-3,-4,0,-9,i,-3
Cc1sc2ncnc(N3CCC(C(=O)Nc4nc(-c5ccc(F)cc5)cs4)CC3)c2c1C,2,2,i,4,2,-9,-23,i,8
O=C(CN1C(=O)NC(Cc2c[nH]c3ccccc23)C1=O)Nc1ccc(F)c(F)c1F (centres undefined),2,16,i,3,4,2,-3,i,-2
O=S1(=O)CCN(Cc2ccc(Cl)c(Cl)c2)CC1,3,-8,i,-2,-5,-1,2,i,-2
CCc1nc(CN2CCN(c3cc(C(F)(F)F)ccn3)CC2)c(C)[nH]1,0,7,i,-3,-3,6,-6,i,1
CN(Cc1cc2ccccc2[nH]c1=O)C(=O)C1CCCCC1,6,-22,i,3,-3,7,-9,i,1
NC(=O)COc1cc2oc(=O)c3c(c2cc1Cl)CCCC3,3,6,i,-3,-3,0,8,i,-2
C/C(=N\NC(=S)NCCc1ccccc1)c1ccc(C#N)cc1,3,-11,i,-4,8,7,14,i,-4
COc1ccc(-c2sc(Nc3ccccc3)n[n+]2C)c(C)c1C,3,10,i,-1,4,0,-139,i,-2
Cc1cccc(C(=O)NNS(=O)(=O)c2ccc(F)cc2)c1,-6,19,i,0,-5,2,-6,i,-2
CCCCCCNC(=O)C(C(=O)OCC)C1CCCCC1 (centres undefined),3,9,i,1,6,-1,6,i,-2
COc1ccc(CN2CCC[C@]3(N[C@H](c4ccc(C)cc4)[C@@H]4C(=O)N(Cc5ccccc5)C(=O)[C@@H]43)C2=O)cc1,1,6,i,-3,12,0,-9,i,5
Cc1ccc(-c2cc(C(F)(F)F)n3ncc(C(=O)N4CCCc5ccccc54)c3n2)cc1,4,8,i,-1,-4,9,-7,i,4
Cc1ccc(S(=O)(=O)Nc2c(O)c3ccccc3oc2=O)cc1,2,6,i,2,-5,-2,3,i,-10
CCCOc1ccccc1N1C(=O)CC(N2CCOCC2)C1=O (centres undefined),5,8,i,-1,-6,2,7,i,-1
O=C(Nc1cc(S(=O)(=O)N2CCOCC2)ccc1O)c1ccc2c(c1)S(=O)(=O)c1ccccc1C2=O,3,11,i,-4,57*,5,31,i,9
COc1ccc(/C=C/C(=O)NCCN=C2NS(=O)(=O)c3ccccc32)cc1,-8,7,i,-2,-2,1,-2,i,0
O=C(Cn1cncc1-c1ccc([N+](=O)[O-])cc1)Nc1cccc2ccccc12,-7,-1,i,2,-2,7,5,i,9
CC(=O)Nc1nonc1NC(=O)c1ccc(F)cc1,1,1,i,4,-8,3,-7,i,-2
CC#CCC(CC#CC)c1nc2ccccc2c(=O)n1N,6,1,i,-1,-3,8,8,i,-3
CCn1cc(CNC(=O)c2cc(COc3ccc(F)cc3F)on2)cn1,-5,1,i,-2,-10,2,-4,i,-2
CN(C)C(=O)CCc1ccc2c3c([nH]c2c1)[C@]1(CCC2CCCC2)[C@@H](C(=O)N2CCOCC2)C[C@H](CC(=O)NCc2ccco2)C(=O)N1CC3,-3,5,i,-5,21,2,2,i,5
COc1ccccc1NC(=O)Cn1nnc(C(=O)NCc2ccc3c(c2)OCO3)c1N,0,-3,i,4,-1,2,18,i,-8
Cc1c(-c2cccc(Cl)c2)nc2ccccc2c1C(=O)NC1CC1,2,-1,i,-4,-4,-3,2,i,5
CC1CCCCN1C(=O)CSc1nnc2c(n1)[nH]c1ccc(F)cc12 (centres undefined),-5,0,i,-2,-9,-4,13,i,-4
COc1ccc(N2C(=O)CC(Sc3nccc(C)n3)C2=O)cc1 (centres undefined),6,2,i,-5,-6,4,2,i,-1
Cc1cccc(NC(=O)Cc2nc(-c3c[nH]c(C(=O)N4CCCC4)c3)cs2)c1,7,3,i,4,-3,-4,3,i,9
CC(C)NCCOCCOc1ccccc1F,-1,8,i,1,-7,4,-5,i,-4
CCCOc1ccc(S(=O)(=O)NCCN2CCOCC2)c2ccccc12,-4,-25,i,-3,1,3,-2,i,-6
C[C@@H]1CN([C@@H](C)CO)C(=O)CCCn2nncc2CO[C@@H]1CN(C)C(=O)Nc1cccc(Oc2ccccn2)c1,-3,-1,i,-4,-7,-2,-9,i,5
O=c1cc(-c2ccccc2)oc2ccc(Br)cc12,2,-2,i,1,3,-1,-5,i,0
NC(=O)c1ccc(NC(=O)CSc2nnc(C3CC3)n2C2CC2)cc1,-2,10,i,1,-10,1,5,i,-1
COc1ccc(C(CNC(=O)c2ccc(C)c(S(=O)(=O)N3CCCCC3)c2)N(C)C)cc1OC (centres undefined),-1,-15,i,0,-7,4,3,i,-9
CSc1ncnc2c1ncn2CCCN1CCN(Cc2c(C)cc(C)cc2C)CC1,-4,-12,i,1,-2,-3,-4,i,-2
Nc1nonc1-n1nnc(C(=O)N/N=C/c2cc(Cl)ccc2O)c1CN1CCCCCC1,-4,-1,i,-6,19,1,-18,i,12
N=C1S/C(=C\c2ccc(O)cc2)C(=O)N1c1ccc(F)cc1,10,2,i,1,0,0,0,i,5
CC(=O)c1ccc(NC(=O)C(C)n2c3ccccc3c3nc(=O)cc(C)n32)cc1 (centres undefined),-1,-1,i,-4,2,-1,17,i,-2
CCN(CC)c1cc(-c2ccccc2)ncn1,0,7,i,7.6*,-7,-2,-5,i,3
Cc1cc(N)n2nc(C)c(-c3ccccc3)c2n1,1,17,i,0,-6,1,-4,i,-3
Cc1ccc(S(=O)(=O)N2CCOCC2)cc1NC(=O)CNc1ccccc1N1CCCC1=O,-3,15,i,-2,-7,-2,-15,i,2
Cn1c(SCC(=O)N/N=C/c2cc([N+](=O)[O-])ccc2O)nnc1-c1ccccc1,3,-1,i,0,47,3,-12,i,-1
O=C(C1CCCO1)N1CCN(c2ccc(F)cc2)CC1 (centres undefined),0,13,i,-2,-2,5,4,i,5
COc1cccc(CN2CC(C(=O)NCCc3ccc(C)s3)CCC2=O)c1 (centres undefined),4,-3,i,2,-6,-2,-3,i,-3
COc1cc(O)ccc1C(=O)CCc1ccc(O)cc1,4,20,i,3,-2,4,3,i,-1

# Arranged by the number under NadD inh (descending): some entries from above.
Structure	CSN deneddyl inh	SKN-1 block	Neddylation inh	Rin1-Abl PPI inh	MT1-MMP act inh	PABP1 MLLE inh	Rpn11 block	NadD inh
C[C@@H]1CN([C@@H](C)CO)C(=O)CCCn2nncc2CO[C@@H]1CN(C)C(=O)Nc1cccc(Oc2ccccn2)c1	-3	-1	i	-4	-2	-9	i	5
COc1cc(O)ccc1C(=O)CCc1ccc(O)cc1	4	20	i	3	4	3	i	-1
CCCOc1ccc(S(=O)(=O)NCCN2CCOCC2)c2ccccc12	-4	-25	i	-3	3	-2	i	-6

# Next structures:
SMILES,CSN deneddyl inh,SKN-1 block,Neddylation inh,Rin1-Abl PPI inh,FAS-TE inh,MT1-MMP act inh,PABP1 MLLE inh,Rpn11 block,NadD inh
COc1cccc(CNS(=O)(=O)c2ccc3c(c2)oc(=O)n3C)c1,8,11,i,-3,-11,-9,-7,i,-4
O=C(NNS(=O)(=O)c1ccc(Br)cc1)c1ccccc1-n1cccc1,-3,20,i,-2,1,0,0,i,1
NC(c1ccccc1)c1csc(NC(=O)NCCc2ccccc2)n1 (centres undefined),3,9,i,-1,-2,0,-1,i,-1
COC(=O)C1=C(C)NC(C)=C(C(=O)OC)C1c1cn(-c2ccccc2)nc1-c1ccco1,-3,-6,nt,-3,13,-10,-3,i,-1
COc1ccccc1Nc1nc(=O)[nH]nc1C,-3,11,i,2,-6,8,24,i,1
Cn1ncc2c(Nc3ccc(Br)cc3)nc(Nc3ccc(Br)cc3)nc21,0,32,i,0,50*,-6,11,i,6
COc1ccc(C(=S)N2CCNCC2)cc1,-3,-12,i,4,-10,-3,4,i,0
CCOC(=O)C1=C(c2ccccc2)NC(SCC)=C(C#N)C1c1cccnc1 (centres undefined),0,-19,i,-1,2,-4,-8,i,-2
O=CC(O)C1OC(=O)C(O)C1O (centres undefined),18,0,i,-2,-8,-2,-5,i,0
CC(=O)Nc1ccc(OCCOc2ccc(NC(C)=O)cc2)cc1,-2,5,i,2,-2,0,9,i,-1
CC(=O)N1CCN(c2nc(N)c(C#N)c(CC#N)c2C#N)CC1,1,6,i,4,-2,-3,-3,i,0
Clc1ccc(Cn2cccc2C2=NCCO2)cc1,2,-12,i,-2,3,-7,-3,i,-4
CC(=O)Nc1ccc(S(=O)(=O)N2CCN(S(=O)(=O)c3ccccc3)CC2)cc1,-2,0,i,5,-1,5,11,i,-3
O=C(CN1CCC(NC(=O)c2ccccc2Cl)CC1)NCc1ccccc1,5,-6,i,-2,-5,0,-6,i,-7
